# IL1B cytotox: toxic to HUVEC cells under IL-1B stimulation | actives 0.41% (n = 94,000) | cell count reduction, % at 2 µM | AID 845 | HUVEC cell count loss, Hoechst imaging, IL-1B stimulated;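 active means cell count reduction more than 3 SD above the screen-wide mean, cut at about 70% in these data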;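 further: normalized per plate to untreated control cells as the no-loss baseline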
# CYP2C9 act: increases human cytochrome P450 2C9 activity. activation factor at 5 µM. AID 1024. recombinant CYP2C9, luciferin-H conversion, luminescence; hits give high values; factor 1 = untreated enzyme, 0 = blocked. actives 1.4% (n = 96,000). P11712;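 active means activation factor of 2 or more for CYP2C9 at a 5 µM dose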;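 further: 0 = sulfaphenazole-blocked wells and 1 = vehicle-only wells; values of inactives mirror those of a sister screen read the other way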
# Target sequence (P11712 whole entry, looked up): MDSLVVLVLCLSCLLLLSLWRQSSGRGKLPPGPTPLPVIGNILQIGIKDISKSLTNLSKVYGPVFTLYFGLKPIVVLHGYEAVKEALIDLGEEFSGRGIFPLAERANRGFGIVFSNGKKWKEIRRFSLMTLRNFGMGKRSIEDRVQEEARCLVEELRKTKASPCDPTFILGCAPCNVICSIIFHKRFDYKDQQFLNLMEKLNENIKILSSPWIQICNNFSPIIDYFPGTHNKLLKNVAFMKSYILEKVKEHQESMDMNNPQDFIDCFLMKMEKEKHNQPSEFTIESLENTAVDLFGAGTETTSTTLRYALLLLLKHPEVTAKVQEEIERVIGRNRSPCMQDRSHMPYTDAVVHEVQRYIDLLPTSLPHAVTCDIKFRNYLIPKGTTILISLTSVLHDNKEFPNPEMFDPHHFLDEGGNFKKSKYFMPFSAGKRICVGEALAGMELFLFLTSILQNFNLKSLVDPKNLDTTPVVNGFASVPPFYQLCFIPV
# hDAT+cocaine: changed human dopamine transporter uptake under cocaine IC80. LLC-PK1 hDAT cells, [14C]-dopamine uptake with cocaine IC80; actives deviate in either direction. B-score at 10 µM. actives 1.3% (n = 110,000);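 active means Z score or B-score, a plate-position-corrected score, falls beyond the plate's 99.7% confidence bounds, in either direction; inactive means both scores lie inside the 99.7% bounds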;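 further: scored against the spread of the other compound wells on the same plate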
# HUVEC tox TNFa: toxic to HUVEC cells under TNF alpha stimulation; AID 848; HUVEC TNFalpha-stimulated, Hoechst cell count, imaging; cell count reduction, % at 2 µM; actives 0.17% (n = 93,000);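 active means cell count reduction exceeding the screen mean by over 5 SD, scaled to untreated wells per plate, cut at about 78% in these data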;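 further: cells counted after 24 h of TNF alpha exposure following the 1 h pretreatment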
# CYP2C19 inhib: blocks human cytochrome P450 2C19; actives 21% (n = 96,000); P33261; AID 778; CYP2C19 Supersomes, luciferin-H EGE luminescence, 30 min; inhibition, % at 5 µM;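 active means CYP2C19 inhibition above a set limit at 5 µM in the primary screen, cut at about 50% in these data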;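 further: plate controls were negative control wells for no effect and 2.5 mM tranylcypromine positive control for full effect; values of inactives mirror those of a sister screen read the other way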
# Target sequence (P33261 whole entry, looked up): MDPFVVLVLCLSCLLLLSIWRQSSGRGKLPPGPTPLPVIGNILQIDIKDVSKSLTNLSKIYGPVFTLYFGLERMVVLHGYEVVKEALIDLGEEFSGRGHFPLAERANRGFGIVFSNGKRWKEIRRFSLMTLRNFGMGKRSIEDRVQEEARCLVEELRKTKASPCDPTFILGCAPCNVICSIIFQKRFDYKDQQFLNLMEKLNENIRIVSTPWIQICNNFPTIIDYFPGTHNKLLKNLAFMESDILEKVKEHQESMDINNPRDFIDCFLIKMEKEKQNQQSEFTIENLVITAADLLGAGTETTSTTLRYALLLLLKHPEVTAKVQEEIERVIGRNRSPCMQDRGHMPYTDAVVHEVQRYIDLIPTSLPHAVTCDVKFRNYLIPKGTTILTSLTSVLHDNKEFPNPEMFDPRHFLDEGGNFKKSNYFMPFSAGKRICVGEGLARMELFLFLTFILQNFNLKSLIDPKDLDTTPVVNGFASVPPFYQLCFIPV
# VCAM1 TNFa inh: reduces TNF alpha induced VCAM1 expression in HUVEC | HUVEC TNFa-induced VCAM-1 immunofluorescence, high-content imaging | inhibition, % at 2 µM | actives 0.48% (n = 95,000) | AID 802;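 active means inhibition above the batch mean plus 3 SD, with images confirmed as a hit by eye, cut at about 37% in these data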;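 further: 0% = TNF-stimulated DMSO wells and 100% = unstimulated control wells; not every result past the cut was called active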
# CYP2C19 act: activators of human cytochrome P450 2C19. recombinant CYP2C19, luciferin-H EGE luminescence; hits give high values; 0 = fully inhibited enzyme, 1 = untreated enzyme. activation factor at 5 µM. 96,000 tested, under 10 active;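 active means activation factor of at least 2 at 5 µM in the primary screen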;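 further: 0 = wells with 2.5 mM tranylcypromine and 1 = vehicle-only wells; values of inactives mirror those of a sister screen read the other way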
# CYP2C9 inh: inhibitors of human CYP2C9; actives 20% (n = 96,000); CYP2C9 Supersomes, luciferin-H conversion, luminescence; inhibition, % at 5 µM; P11712; AID 777;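 active means blocking of liver enzyme CYP2C9 beyond about 50% at 5 µM, limit read from the data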; further: values of inactives mirror those of a sister screen read the other way
# Calb biofilm kill: kills Candida albicans biofilms. C. albicans biofilm + clotrimazole, Alamar Blue. inhibition, % at 6 µM. actives 0.14% (n = 85,000);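 active means inhibition above 20%; inactive means inhibition below 20%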;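 further: preformed 24 hr biofilms exposed to compound for 48 hr; 0% = biofilm without compound and 100% = blank killed by clotrimazole plus chlorhexidine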
# Active calls of the source: *; nt = not tested or not shown.
SMILES,IL1B cytotox,CYP2C9 act,hDAT+cocaine,HUVEC tox TNFa,CYP2C19 inhib,VCAM1 TNFa inh,CYP2C19 act,CYP2C9 inh,Calb biofilm kill
COc1cccc(-c2n[nH]c(=S)n2Cc2ccco2)c1OC,15,0.6,0.56,0,33,-5,0.7,36,nt
O=C(c1ccco1)N1CCN(C(c2ccccc2)c2nnnn2Cc2cccs2)CC1 (stereo unspecified),-7,0.7,1.1,-16,32,14,0.7,35,3
CCC(CO)n1cnnc1-c1ccncc1 (stereo unspecified),14,0.8,-0.17,-32,-14,-10,1.1,16,4
COc1ccc(N2CCN(C(=O)CN3C(=O)C4CC=CCC4C3=O)CC2)cc1 (stereo unspecified),-35,1.1,-0.96,-20,6,3,0.9,-8,2
Cc1csc(NC(=O)Cn2cnnn2)n1,-10,1.1,-0.42,-16,-8,-9,1.1,-13,5
O=C(c1cccnc1NCc1ccccc1)N1CCOCC1,9,1,-0.12,0,6,-4,0.9,4,4
CC(=O)Nc1sc2c(c1CN1CCN(c3ccc(F)cc3)CC1)CCCC2,11,0.7,-0.41,-24,86*,4,0.1,30,1
O=c1oc2c3c(nn2c2ccccc12)CCCC3,-13,0.7,0.14,-17,33,9,0.7,33,7
CC1(C)CC(=O)C2=C(C1)Oc1ncn(Cc3ccco3)c(=N)c1C2c1ccccc1 (stereo unspecified),11,0.8,0.8,-28,2,-10,1,17,1
COc1ccc(NCc2ccc(OC)c(OC)c2)cc1,-16,0.9,0.95,-36,73*,9,0.3,14,nt
Cn1ncc(Br)c1C(=O)NCc1cccs1,4,1,-0.012,5,11,-4,0.9,2,nt
COc1ccc(OC)c(NC(=O)Cn2cccc2)c1,-6,0.7,0.088,-43,28,14,0.7,30,2
CCC1CCCCN1C(=O)c1c(-c2ccccc2)noc1C (stereo unspecified),18,nt,1.2,3,nt,-8,nt,nt,0
c1cc2c(cc1Nc1nc(-c3ccc4c(c3)OCO4)cs1)OCCO2,-49,0.1,0.01,-16,73*,-20,0.3,87*,7
CC(C)CC(=O)Nc1cccc(C(=O)Nc2ccccc2C(=O)O)c1,-15,0.3,1.2,-9,7,10,0.9,74*,1
COC1(OC)C(/C=C/c2ccc(C)cc2)C(C#N)(C#N)C1(OC)OC (stereo unspecified),-10,nt,-0.0083,-29,nt,4,nt,nt,8
Fc1ccc(N2CCN(C(c3cccs3)c3nnnn3CCc3ccccc3)CC2)cc1 (stereo unspecified),2,nt,0.43,11,nt,-5,nt,nt,-1
CC(C)(C)NC(=O)c1cccc(NC(=O)c2ccc(NC(=O)c3ccco3)cc2)c1,5,0,1.6,2,74*,-4,0.3,97*,6
CCOC(=O)N1CCN(C(=O)CN(c2ccc(Oc3ccccc3)cc2)S(C)(=O)=O)CC1,-9,0.1,0.91,16,70*,8,0.3,86*,10
CC(C)CC(c1nnnn1CCc1ccccc1)N1CCN(C(=O)c2ccco2)CC1 (stereo unspecified),-34,0,0.98,-41,80*,4,0.2,98*,4
CCOc1ccc(N=Cc2c(O)n(-c3cccc(C)n3)c(=O)c3ccccc23)cc1,-25,0.8,0.0046,-10,24,18,0.8,18,8
CCC(=NCCN1CCNCC1)C1=C(O)CC(C)(C)CC1=O,-27,1.2,0.18,-52,-18,11,1.2,-22,2
COc1ccc2c(c1)c1nc3ccccc3nc1n2CCn1c(=O)oc2ccccc21,12,0.8,-1.1,-1,34,0,0.7,23,nt
Cc1nn(C)cc1C(N)=O,18,1.1,-0.78,19,-16,3,1.2,-10,3
O=C1NC(c2cccs2)Nc2ccccc21 (stereo unspecified),14,0.9,-0.15,4,10,2,0.9,6,0
O=C(Nc1nnc(-c2ccncc2)s1)C1CCCO1 (stereo unspecified),-118,0.5,1.2,-2,78*,10,0.2,49,2
CC(C)C(OC(=O)c1cccs1)C(=O)NCc1ccco1 (stereo unspecified),-9,0.6,0.78,-30,60*,14,0.4,42,4
CC(=O)Nc1ccc(N(C)S(C)(=O)=O)cc1,-153,1,-0.073,-12,-15,-8,1.1,-3,-2
O=C(Nc1ccccc1O)c1cc(S(=O)(=O)N2CCOCC2)ccc1Cl,-51,0.8,0.76,4,21,25,0.8,23,2
CCOc1ccccc1NC(=O)C1CCCN(C(=O)NCc2ccccc2)C1 (stereo unspecified),0,1.8,-0.26,-19,51*,11,0.5,-78,3
COc1ccccc1OCC(=O)N/N=C1/SCC(=O)N1Cc1ccccc1,-23,1.1,0.9,5,14,3,0.9,-9,nt
COc1ccc(Cc2nnc(-c3ccc(F)cc3)o2)cc1OC,-48,1,1.2,-25,38,5,0.6,0,4
Nc1nc(N)nc(-c2ccccc2O)n1,10,1,0.26,3,0,-1,1,5,nt
COc1ccc(NS(=O)(=O)c2ccc(OCC(=O)N3CCOCC3)cc2)cc1,-29,0.9,1.5,-19,20,8,0.8,13,4
Nn1c(-c2ccccn2)nnc1-c1ccccn1,6,1.1,0.55,6,17,-13,0.8,-6,nt
Cc1nc(SCC(=O)c2ccccc2)c(C#N)c(-c2ccco2)c1C(=O)NCc1ccco1,nt,0.2,2.5,nt,45,nt,0.5,79*,-5
C=CCOc1ccc(CNc2nccs2)cc1,4,nt,1.4,-5,nt,-16,nt,nt,9
Cc1cccc2cc(CN(Cc3ccco3)C(=O)c3ccncc3)c(=O)[nH]c12,1,0.1,0.89,-23,98*,4,0,94*,6
CC(Sc1nncn1C)C(=O)Nc1nnc(-c2ccccc2)s1 (stereo unspecified),-16,0.5,-0.37,-12,12,-5,0.9,51*,6
CC(C)NC(=O)c1ccccc1NC(=O)/C=C/c1ccc([N+](=O)[O-])cc1,-6,0.9,-0.47,2,-12,-24,1.1,11,nt
O=C(CN1/C(=C(/O)c2ccccc2)C(=O)c2ccccc2S1(=O)=O)c1ccccc1,-14,0.5,-0.4,-29,11,8,0.9,48,4
COc1cc2c3c(c1)C1(C(=O)N3C(C)(C)C=C2C)C(C#N)=C(N)Oc2cc(O)ccc21 (stereo unspecified),-100,0.1,0.21,nt,51*,nt,0.5,89*,8
COC(=O)c1cc2oc3ccccc3c2n1CC(=O)N1CCCc2ccccc21,-5,0.8,0.36,-14,34,6,0.7,22,7
CSC(=O)CC(=O)NC(=O)c1ccccc1,89*,0.5,0.43,-2,1,0,1,48,12
CC1CCCCN1S(=O)(=O)c1ccc2c(c1)CCN2C(=O)CCC(=O)O (stereo unspecified),-15,1,-0.27,-32,10,-15,0.9,2,17
O=C(CCCOc1ccc(Cl)cc1)Nc1nncs1,-14,0.3,-0.93,-28,68*,6,0.3,68*,7
CC(=O)N1CCN(c2ccc(Oc3nnnn3-c3ccccc3)cc2)CC1,2,1,-0.14,-26,4,-1,1,-1,0
CCc1nc(SCc2ccc(F)cc2)[nH]c(=O)c1C#N,-20,nt,-2.3,-12,nt,-3,nt,nt,3
CC(C)OP(=O)(OC(C)C)C(NC(=O)c1cccc([N+](=O)[O-])c1)C(N)=O (stereo unspecified),-8,0.8,0.33,-12,6,-12,0.9,18,0
O=C(NC1CCCCC1)C(c1ccco1)N(Cc1cccs1)C(=O)Cn1nnc2ccccc21 (stereo unspecified),-2,0.9,nt,-11,13,6,0.9,13,10
N#Cc1c(N)nc(SCC(=O)NC2CCCCC2)c(C#N)c1-c1ccc(Cl)cc1,-31,1.1,0.34,-8,-5,0,1.1,-10,8
Cc1cccc(NC(=S)NC2CC3CCCC(C2)N3CC(C)C)c1 (stereo unspecified),3,nt,0.99,nt,nt,21,nt,nt,3
O=C(CC12CC3CC(CC(C3)C1)C2)NCCN1CCOCC1,-4,0.9,0.017,2,4,3,1,6,-7
Cc1cccc(N(Cc2ccccc2F)S(C)(=O)=O)c1,nt,0.7,-0.41,nt,52*,nt,0.5,25,5
Cc1noc(COc2ccccc2OCC(O)CNC(C)(C)C)n1 (stereo unspecified),-91,0.7,0.18,-23,-8,-8,1.1,26,10
COc1cc(C2c3c(oc4c(C)cc(C)cc4c3=O)C(=O)N2Cc2cccnc2)cc(OC)c1OC (stereo unspecified),-18,nt,nt,2,nt,-5,nt,nt,13
CC(C)(C)n1nc2c(c1NC(=O)c1cccs1)CS(=O)C2 (stereo unspecified),4,1,0.16,3,0,2,1,3,7
COc1ccc2c(c1)C1(Nc3ccccc3-c3nc4ccccc4n31)C(=O)N2C (stereo unspecified),5,nt,0.53,-4,nt,-4,nt,nt,5
O=C(NCCc1ccccc1)C1CCCN(S(=O)(=O)c2cccs2)C1 (stereo unspecified),36,0.1,-0.47,16,45,10,0.5,86*,-6
CCC(C)NC(=O)c1ccccc1NS(=O)(=O)c1ccc(OC)c(OC)c1 (stereo unspecified),1,1.4,-0.3,-45,80*,18,0.2,-35,-3

# Compounds shown so far with a halogen, in the order listed:
SMILES,IL1B cytotox,CYP2C9 act,hDAT+cocaine,HUVEC tox TNFa,CYP2C19 inhib,VCAM1 TNFa inh,CYP2C19 act,CYP2C9 inh,Calb biofilm kill
CC(=O)Nc1sc2c(c1CN1CCN(c3ccc(F)cc3)CC1)CCCC2,11,0.7,-0.41,-24,86*,4,0.1,30,1
Cn1ncc(Br)c1C(=O)NCc1cccs1,4,1,-0.012,5,11,-4,0.9,2,nt
Fc1ccc(N2CCN(C(c3cccs3)c3nnnn3CCc3ccccc3)CC2)cc1 (stereo unspecified),2,nt,0.43,11,nt,-5,nt,nt,-1
O=C(Nc1ccccc1O)c1cc(S(=O)(=O)N2CCOCC2)ccc1Cl,-51,0.8,0.76,4,21,25,0.8,23,2
COc1ccc(Cc2nnc(-c3ccc(F)cc3)o2)cc1OC,-48,1,1.2,-25,38,5,0.6,0,4
O=C(CCCOc1ccc(Cl)cc1)Nc1nncs1,-14,0.3,-0.93,-28,68*,6,0.3,68*,7
CCc1nc(SCc2ccc(F)cc2)[nH]c(=O)c1C#N,-20,nt,-2.3,-12,nt,-3,nt,nt,3
N#Cc1c(N)nc(SCC(=O)NC2CCCCC2)c(C#N)c1-c1ccc(Cl)cc1,-31,1.1,0.34,-8,-5,0,1.1,-10,8
Cc1cccc(N(Cc2ccccc2F)S(C)(=O)=O)c1,nt,0.7,-0.41,nt,52*,nt,0.5,25,5

# The list goes on.
SMILES,IL1B cytotox,CYP2C9 act,hDAT+cocaine,HUVEC tox TNFa,CYP2C19 inhib,VCAM1 TNFa inh,CYP2C19 act,CYP2C9 inh,Calb biofilm kill
CCOC(=O)c1ccc(NS(C)(=O)=O)cc1,1,0.9,-0.59,4,12,14,0.9,6,3
CCOc1ccc(OCC)c(NC(=O)C2CCCN(S(=O)(=O)c3cnc[nH]3)C2)c1 (stereo unspecified),-7,0.2,-0.037,-28,44,4,0.6,79*,5
COc1cc(Cl)c(C)cc1NC(=O)COc1ccccc1[N+](=O)[O-],-6,0.8,-0.85,-32,14,-2,0.9,24,nt
O=C(Cc1ccc(Br)cc1)OCC(=O)c1ccc2c(c1)OCCO2,-19,1,-1.1,-6,-2,-6,1,-3,-1
